Screening results (PubChem BioAssay)
NR2F2 inh: NR2F2 (human) inhibition, primary screen. P24468. inhibition, % at 8.6 µM. HEK293T NGFI-A luciferase reporter, luminescence. 0.7% of 370,000 active;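 active means inhibition above a per-plate cutoff, mean inhibition of test wells between control levels plus 3 SD, cut at about 38% in these data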;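 further: cells cotransfected with COUP-TFII expression vector driving the NGFI-A reporter; 0% = median of COUP-TF2 test wells and 100% = reporter-only cells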
Target sequence (P24468 whole entry, looked up): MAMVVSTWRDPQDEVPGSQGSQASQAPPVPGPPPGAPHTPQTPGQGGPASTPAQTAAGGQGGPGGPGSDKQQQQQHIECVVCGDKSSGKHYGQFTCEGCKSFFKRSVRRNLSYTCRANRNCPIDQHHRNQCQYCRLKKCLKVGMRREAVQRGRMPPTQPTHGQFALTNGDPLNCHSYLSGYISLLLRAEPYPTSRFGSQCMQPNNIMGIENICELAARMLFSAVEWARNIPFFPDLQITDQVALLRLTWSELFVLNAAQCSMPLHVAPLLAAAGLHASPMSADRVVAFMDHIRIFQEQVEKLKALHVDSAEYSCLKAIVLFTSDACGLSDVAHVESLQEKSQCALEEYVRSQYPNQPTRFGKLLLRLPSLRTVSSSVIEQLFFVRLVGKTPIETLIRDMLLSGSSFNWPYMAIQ
NCOA1 inh: inhibits human SRC1 coactivator; 0.12% of 360,000 active; HEK293 GAL4-SRC1 luciferase reporter, luminescence; inhibition, % at 3.6 µM; Q15788;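 active means inhibition above the campaign mean plus 3 SD, with each screening campaign given its own cutoff, cut at about 60% in these data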;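 further: 0% = DMSO treated cells and 100% = gossypol at 36 µM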
Vif imaging: blocks HIV Vif function; HEK293T cells, Vif self-association by quenched fluorescence, imaging, 24 h; inhibition, % at 7.49 µM; 0.35% of 340,000 active; AID 602346; in the data active means inhibition above about 50%, passing the limit was not always enough; further: some results filed as inactive read as strong as hits
TROY signal inh: blocks TROY-dependent signaling in reporter cells. Q293 LMP1-TROYcd NF-kB luciferase reporter, 4 h. inhibition, % at 10 µM. 0.98% of 360,000 active. AID 1347056;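 active means compounds whose plate-normalised and pattern-corrected inhibition of the luciferase reporter signal at the single screening dose is 50% or more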
TLR9-MyD88 block: blocks human TLR9 binding to MyD88 | Q9NR96+Q99836 | 0.21% of 340,000 active | AID 504734 | CHO BLA complementation TLR9-MyD88, CCF4 FRET ratio | inhibition, % at 4.98 µM;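 active means inhibition above the mean over all tested compounds plus 3 SD, cut at about 21% in these data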;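 further: 0% = DMSO only wells and 100% = clavulanate BLA inhibitor control wells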
LMP1 NFkB inh: inhibitors of Epstein-Barr LMP1-induced NF-kappaB reporter; AID 504558; LMP1-induced NF-kappaB luciferase reporter cells, luminescence; inhibition, % at 12.5 µM; 0.69% of 350,000 active; in the data active means inhibition above about 41%;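 further: 0% = neutral control wells and 100% = reference inhibitor control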
NCOA2 inhibitor: inhibits human steroid receptor coactivator 2 | inhibition, % at 9 µM | Q15596 | HEK293 GAL4-SRC2 luciferase reporter, luminescence | 0.17% of 370,000 active;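 active means inhibition above the mean inhibition of all tested compounds plus 3 SD, set per campaign, cut at about 52% in these data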;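 further: 0% = DMSO treated cells and 100% = cells given Gossypol at 36 µM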
C8 TRAIL sens: sensitizes caspase-8 expressing cells to TRAIL. NB7+C8 cells + TRAIL, ATPlite viability luminescence. inhibition (viability loss, TRAIL sensitization), % at 10 µM. 1% of 360,000 active;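 active means compounds causing at least 50% loss of cell viability in the single-dose screen, relative to plate controls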
LRH-1 inv ag: NR5A2 inverse agonism in reporter assay; O00482; HEK293T StAR-luciferase reporter, LRH-1 transfected, 24 h; inhibition, % at 3.6 µM; 0.13% of 360,000 active; AID 602396;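 active means inhibition above the mean inhibition of all tested compounds plus 3 SD, cut at about 73% in these data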;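 further: 0% = DMSO wells and 100% = reporter-only cells lacking LRH-1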
Target sequence (O00482 whole entry, looked up): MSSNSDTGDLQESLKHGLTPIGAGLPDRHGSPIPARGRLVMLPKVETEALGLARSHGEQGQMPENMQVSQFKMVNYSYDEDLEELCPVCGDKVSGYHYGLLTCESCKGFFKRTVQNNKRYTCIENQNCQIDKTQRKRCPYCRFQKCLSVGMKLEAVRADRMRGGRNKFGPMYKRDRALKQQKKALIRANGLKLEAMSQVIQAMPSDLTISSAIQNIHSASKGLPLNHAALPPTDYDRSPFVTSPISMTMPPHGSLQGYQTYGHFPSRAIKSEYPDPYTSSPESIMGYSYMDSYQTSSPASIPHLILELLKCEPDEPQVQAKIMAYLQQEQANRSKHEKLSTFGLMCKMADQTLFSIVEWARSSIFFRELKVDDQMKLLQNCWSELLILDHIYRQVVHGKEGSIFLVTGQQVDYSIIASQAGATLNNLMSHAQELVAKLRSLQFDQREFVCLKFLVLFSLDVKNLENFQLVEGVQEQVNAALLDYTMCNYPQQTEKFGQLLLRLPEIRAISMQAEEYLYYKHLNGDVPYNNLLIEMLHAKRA
NCOA3 inh: inhibitors of human steroid receptor coactivator 3 (SRC3). Q9Y6Q9. HEK293 GAL4-SRC3 luciferase reporter, luminescence. inhibition, % at 3.6 µM. 0.17% of 360,000 active. AID 588352;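 active means inhibition above a per-campaign cutoff, the mean of all compounds plus 3 SD, cut at about 60% in these data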;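 further: 0% = DMSO-treated cells and 100% = gossypol-treated cells at 36 µM; higher means less SRC3-driven luciferase light from the GAL4 reporter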
NOD2 RIPK2 PPI: blocks binding of human NOD2 to RIPK2. 0.38% of 360,000 active. CHO BLA complementation NOD2-RIPK2, CCF4 ratio. O43353. inhibition, % at 4.98 µM; in the data active means inhibition above about 21%;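 further: 0% = vehicle only and 100% = reference blocker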
Active calls of the source: *; / = no result given. Only part of the results is shown; count on the stated rates, not on these rows.

Each structure is followed by: NR2F2 inh, NCOA1 inh, Vif imaging, TROY signal inh, TLR9-MyD88 block, LMP1 NFkB inh, NCOA2 inhibitor, C8 TRAIL sens, LRH-1 inv ag, NCOA3 inh, NOD2 RIPK2 PPI
CC1CCCC(NC(=O)c2ccc3c(SCC(=O)O)c4c(nc3c2)CCC4)C1C (centres undefined)
  3, -10, 2, -11, -7, -5, -3, -7, -15, 6, 4
CCOc1ccccc1C1CC(c2ccc(Cl)cc2)Nc2nc(N)nn21 (centres undefined)
  12, -11, 5, 13, -1, -4, -33, -2, -19, -6, 1
Cc1sc2nc(NCCO)[nH]c(=O)c2c1C
  8, 2, 4, -1, 8, -2, -25, -2, 0, 4, -4
Cc1cccn2c(=O)c3cc(C#N)c(=NC(=O)c4cccnc4)n(CC4CCCO4)c3nc12 (centres undefined)
  5, -20, -5, 14, -12, -5, 6, -20, 11, 4, -28
CN(CC(=O)NCc1ccccn1)S(=O)(=O)c1cc(Cl)ccc1Cl
  -16, -7, -2, 17, 6, -5, -6, -4, 1, 11, -1
CCOC(=O)N1CCN(C(=O)COc2ccc(S(=O)(=O)NCC(C)C)cc2C)CC1
  7, 0, -2, 5, 6, -1, 14, 2, 12, 17, -1
N#CC(=C(O)COC(=O)CCC1CCCCC1)c1nc2ccccc2[nH]1
  5, -7, -3, -9, -10, -4, -4, 11, -9, -29, 7
Cc1cc(C)n2nc(C(=O)NC3CCCc4ccccc43)nc2n1 (centres undefined)
  -21, -26, 3, -7, 2, -3, -18, -3, 3, -3, -2
Cc1ccc(C)c(CSc2nnc(-c3cccnc3)n2N)c1
  -2, -7, -5, -8, 2, -3, -20, 3, -1, 0, 1
CCOc1nc(Nc2ccccc2)nc(OCC)n1
  -12, -21, -2, 9, 5, 10, 7, 0, -3, 8, -4
CC(=O)Nc1ccc2nc(NC(=O)CS(=O)(=O)c3ccccc3)sc2c1
  -31, -20, 7, -12, 6, -7, 18, 2, -19, -13, -17
Cc1cc(C)c2c(c1)c1nnc(SCCN3CCOCC3)nc1n2C
  3, -13, 0, 1, 8, -13, -2, 3, 19, 4, -2
Cn1nccc1-c1ccc(C(=O)Nc2cccc(NS(C)(=O)=O)c2)c2occc12
  -43, -27, -5, -11, /, /, -11, 21, -7, -30, -2
Cc1ccc(-n2ccnc2SCC(=O)N(CC(C)C)C2CCS(=O)(=O)C2)c(C)c1 (centres undefined)
  4, -8, 13, -8, 4, 25, 11, -10, -16, 3, -1
COc1ccc(/C=N/NC(=O)CCc2c(C)n[nH]c2C)cc1OC
  11, -5, 5, -10, -6, -2, -18, 5, -1, 4, 2
CC(C)(O)C#Cc1ccc(C(=O)N2CCN(c3ccc(F)cc3)CC2)cc1
  20, -19, 5, 14, -2, 4, 6, 6, 0, 11, 4
CCn1nc(C)cc1-c1n[nH]c(=S)n1N
  -2, -7, -1, 9, 6, 3, 3, -10, -10, 12, -9
COc1ccc(CNS(=O)(=O)c2cc(Br)cc3c2N(C(C)=O)C(C)C3)cc1 (centres undefined)
  -10, -20, 5, -10, -7, 0, 11, 11, 9, 11, -10
CC(Sc1nncn1-c1ccccc1)C(=O)Nc1cccc([N+](=O)[O-])c1 (centres undefined)
  7, 3, 1, -9, 8, 3, 12, 3, 1, 5, 0
O=C(COc1ccc(Br)cc1Br)NC(=O)NC1CCCC1
  -52, -53, -2, -10, 5, -25, -46, -2, -103, -50, 1
C=CCOC(=O)N1CCC2CC1c1c(-c3ccc(C(F)(F)F)cc3)cccc12 (centres undefined)
  -7, 14, -5, -5, /, /, 2, -9, -14, 9, -3
CC1(C(=O)N(CC(=O)NC2CCCC2)Cc2ccccc2)CC(=O)N=C2C=CC=CN21 (centres undefined)
  -18, -6, 1, 15, 1, -5, 6, 9, -3, 1, -5
N#Cc1nc(-c2ccccc2F)oc1NCc1ccccc1
  -1, -7, -3, -35, 2, -12, 21, -9, -10, -13, -5
Cc1cccc(NC(=O)CSc2nnc(-c3ccc(S(=O)(=O)N4CCOCC4)cc3)n2C)c1
  2, -9, 1, -32, -2, 1, -5, -10, 14, -4, -22
CCOC(=O)C1CCN(S(=O)(=O)c2ccccc2)CC1
  -3, 13, 12, 3, -4, 3, 12, -4, 0, -10, -4
O=C(CCNS(=O)(=O)c1ccccc1)OCc1ccc([N+](=O)[O-])cc1
  -5, 12, 2, -1, -9, -1, -3, -5, 15, 12, 4
COc1cc(-c2cc(N3C(=O)Nc4ccccc4N3O)n[nH]2)cc(OC)c1OC
  -3, 2, 1, -43, 6, -8, -6, -6, -10, 22, 4
CCN(Cc1cc2cc(C)ccc2[nH]c1=O)C(=O)c1cccc([N+](=O)[O-])c1
  -17, 7, 0, 6, 5, -2, -2, 0, -1, 17, -3
O=S(=O)(NCC1CCCO1)c1ccc(Cl)cc1 (centres undefined)
  -10, 2, -1, 10, -7, 4, 6, 5, 1, 9, 0
CC(=O)N(CC1CCCO1)c1nnc(-c2cnccn2)s1 (centres undefined)
  -8, -9, 30, -15, -3, 0, 6, -8, 0, 6, -7
O=[N+]([O-])c1ccc(N2CCOCC2)nc1
  1, 1, 3, -20, 4, -3, -23, -1, 12, 2, -6
CCn1c(SCC(=O)NNC(=O)c2ccc(C)cc2)nnc1-c1ccncc1
  1, -12, 10, -13, 3, -8, -1, -2, -6, -5, -7
CCN(Cc1ccccc1)S(=O)(=O)c1ccc(C(=O)N(CCCN(C)C)c2nc3cc(OC)ccc3s2)cc1
  4, -2, -2, 20, -7, 0, 2, 24, -9, -25, 1
CCCn1c(SCc2cc(=O)[nH]c3ccccc23)nc2c1c(=O)n(C)c(=O)n2C
  10, 12, -5, 15, 0, 1, -8, 7, 0, 1, -3
CC(=O)Nc1cccc(-c2ccnc3c2CC(C(=O)Nc2ccc(C(C)C)cc2)O3)c1 (centres undefined)
  1, 2, 3, 22, /, /, -28, -5, 32, 9, 5
Cc1cccc(C)c1-n1nnnc1SCc1nc(N)nc(N(C)C)n1
  -5, 22, 129*, 3, /, /, -2, 27, 36, 7, -1
Cc1cnc(NC(=O)c2cccs2)s1
  -23, -63, 2, -32, -1, -6, -27, 46, -113, -71, -2
Cc1cccc(C)c1NC(=O)C(Cl)C(=O)c1ccccc1 (centres undefined)
  3, -8, 3, -28, 2, -2, -19, 7, -13, 19, 12
O=C(Nc1cccc2ccccc12)C1CCCC1
  -1, -25, 0, -4, 10, -9, -2, -2, -6, -2, 2
O=C(C1CCN(c2nnnn2-c2ccccc2)CC1)N1CCN(c2ccccc2)CC1
  5, 10, -1, -15, 2, -8, 5, -9, 13, 7, 2
CCCCn1c(N)c(N(CC)C(=O)c2cccc(OCc3ccccc3)c2)c(=O)[nH]c1=O
  2, -6, -3, -6, 1, 15, -7, -2, -28, 15, -17
CC(C)(C)NC(=O)C(c1ccncc1)N(Cc1cccs1)C(=O)Cn1nnc(-c2cccs2)n1 (centres undefined)
  -23, 16, 9, -11, -4, 10, 16, -2, 32, 26, -6
COc1cc(OC)cc(C2=Cc3ccccc3C(CC(C)=O)N2c2ccc(C#CCCO)cc2)c1 (centres undefined)
  -14, /, /, 22, /, /, 0, -6, -2, /, 9
O=C(NCCN1C(=O)C2C3C=CC(C3)C2C1=O)Nc1ccc(Br)cc1 (centres undefined)
  -40, -91, 10, -2, -9, -35, -65, 7, -99, -95, -8
COc1cc(/C=C2/SC(=Nc3ccc(O)cc3)NC2=O)cc(OC)c1O
  -16, -2, 2, 6, -2, 3, -27, -11, 15, 11, -1
O=C(COC(=O)c1cc(-c2cccc(Br)c2)nc2ccccc12)NCC1CCCO1 (centres undefined)
  4, -4, -1, -21, -2, -19, -26, 17, -16, 2, -5
COc1cc(C(=O)NCC2CCCO2)cc(OC)c1OC (centres undefined)
  1, -8, 4, 8, -6, -2, 0, -8, 0, 2, -11
Cc1cc(=O)oc2c(C)c(OC(C)C(=O)N3CC[C@@]4(O)CCCC[C@H]4C3)ccc12 (some centres undefined)
  -3, 7, -4, -4, -4, 14, -11, -1, 9, 5, 3
CCOc1ccc(OCC)c(NC(=O)CSc2nc3c(c(=O)n(C)c(=O)n3C)n2CC)c1
  -1, -168, -6, 12, -2, -1, -9, -7, 2, 16, 2
O=C(Nc1ccccc1)c1cccnc1Nc1ccccc1
  0, 7, -26, -30, 2, 10, 19, -2, 10, 22, -8
CCOc1cc(C(=O)OCC(=O)c2c(C)[nH]c3ccccc23)ccc1OCC(=O)N1CCOCC1
  12, 7, -8, -4, -2, -7, -36, 11, 2, 6, -9
COc1cccc(NC(=O)c2sc3ncn(CC(=O)N4CCN(c5ccccn5)CC4)c(=O)c3c2C)c1
  0, 6, 19, -21, -4, 6, 9, -18, -5, 3, -5
CC1(C)Cc2nc3sc4c(NCCO)ncnc4c3cc2CS1
  -20, -8, 0, 11, -1, -30, -30, 19, -3, 7, -10
COc1ccc(/C=N/NC(=O)c2cc(-c3ccccc3OC(C)C)nc3ccccc23)cc1CN1CCOCC1
  -17, -6, -3, -3, 0, 7, -32, -3, 17, 17, -6
N=c1oc2c3c4c(cc2cc1C(=O)Nc1ccccc1)CCCN4CCC3
  /, 8, /, -19, 7, -57, /, -22, -1, -3, -7
COC(=O)C(NC(=O)c1ccc(F)cc1)(Nc1nc(C)cs1)C(F)(F)F (centres undefined)
  5, 4, -1, -4, 4, 0, 9, -3, -5, 9, 1
N#Cc1ccccc1CN1C(=O)c2ccccc2S1(=O)=O
  -5, 0, -14, -20, 6, 8, 9, 4, -2, -17, 1
CC1=NN(C(=O)c2csc(C)c2C)C(O)(C(F)(F)F)C1 (centres undefined)
  -17, -18, -1, -21, 1, 0, -2, 19, -30, 6, 2
CC(C)NC(=O)Nc1cccc2c1O[C@H](CN(C)C(=O)NC1CCCCC1)[C@H](C)CN([C@H](C)CO)C2=O
  3, 16, 3, -13, 0, -3, -13, 7, 4, 19, -2
Cc1ccc(-c2nn(CC(=O)N3CCOCC3)c(=O)c3ccccc23)cc1S(=O)(=O)N(C)C
  -6, -20, 4, 10, -4, -9, -28, -2, 3, 12, 2

(continued)
Each structure is followed by: NR2F2 inh, NCOA1 inh, Vif imaging, TROY signal inh, TLR9-MyD88 block, LMP1 NFkB inh, NCOA2 inhibitor, C8 TRAIL sens, LRH-1 inv ag, NCOA3 inh, NOD2 RIPK2 PPI
C(=N\NCc1ccccc1)/c1ccc2nccnc2c1
  5, -35, 0, -52, /, /, -35, -6, -39, -25, -3
CC(C)OC(=O)CSc1nc(-c2ccc(F)cc2)cc(C(F)(F)F)n1
  -19, 13, 1, -11, 0, 5, -10, 11, 10, -11, 14
O=C(NNc1ccccc1Cl)C(O)(c1cccc(C(F)(F)F)c1)c1cccc(C(F)(F)F)c1
  -3, 12, 5, 54*, -8, 5, 11, 1, 19, 14, 7
CCOc1ccc(CNC(=O)C(CC)n2nc(C)n3c(cc4occc43)c2=O)cc1OC (centres undefined)
  5, -5, -9, 6, -23, -6, 9, 0, 21, 3, -21
NC(Cc1ccc(Cl)cc1)c1csc(Nc2ccc(C(=O)c3ccccc3)cc2)n1 (centres undefined)
  -9, -4, 1, 21, /, /, 8, 28, 9, 17, 4
COc1ccc(CCN(C)C(=O)c2cc(-c3ccccc3)nc3ccc(C)cc23)cc1OC
  -10, 5, 4, -36, -8, 9, -19, 7, 20, -9, 3
CCc1ccc(NC(=S)N(CCN2CCCCC2)Cc2ccco2)cc1
  -4, -23, 5, -19, -7, -1, -5, 4, -6, -4, -1
